Screens as filed in PubChem.
VIM-2 inh = blocks Pseudomonas aeruginosa VIM-2 metallo-beta-lactamase; purified VIM-2, nitrocefin hydrolysis, epi-absorbance fluorescence; AID 1527; 0.89% of 290,000 active; inhibition, % at 5.6 µM;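 active = inhibition above the mean of all tested compounds plus 3 SD, cutoff set per screening run, cut at about 7.5% in these data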;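 note: red hydrolysis product quenches plate fluorescence so inhibitors raise well fluorescence; 0% = enzyme with DMSO and 100% = DMSO without enzyme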
IMP-1 inh = inhibitors of Pseudomonas aeruginosa IMP-1 metallo-beta-lactamase; purified IMP-1, nitrocefin hydrolysis, epi-absorbance fluorescence; inhibition, % at 5.6 µM; 0.45% of 290,000 active; AID 1556;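 active = inhibition above the mean plus 3 SD of all compounds in the same screening run, cut at about 4.5% in these data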;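 note: 0% = IMP-1 with DMSO and 100% = DMSO wells lacking enzyme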
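System: purified IMP-1; amount: IMP-1 0.2 nM before substrate addition; compound: single dose, 5.6 µM; times: 25 °C, 15 min preincubation, 25 min reaction; signal: Epi-absorbance via hydrolysed-nitrocefin quenching of white-plate fluorescence, 480/530 nm, EDTA stop; benchmarks: DMSO with and without IMP-1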
p-CIP stab down = compounds decreasing mouse p/CIP protein stability | F442A p/CIP-EGFP cells, EGFP fluorescence, 16 h | decrease of EGFP signal, % at 10 µM | 0.01% of 290,000 active | AID 1984;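 active = EGFP signal decrease of at least 30% at 10 µM or well 3 SD below plate mean, unless failing retest; inactive = the rest, including hits failing retest or dose response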; note: some compounds called inactive have numbers as strong as hits; many of its hits are not listed in these tables
GPR7 antagonist = human neuropeptides B/W receptor 1 antagonism; GPR7-expressing cells, fluorescence antagonist assay; inhibition, % at 4.4 µM; 1.1% of 290,000 active; in the data active = inhibition above about 16%, passing the limit was not always enough;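 note: cells stimulated with the agonist NPW; 0% = agonist with vehicle and 100% = vehicle without agonist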
Target sequence (P48145 whole entry, looked up): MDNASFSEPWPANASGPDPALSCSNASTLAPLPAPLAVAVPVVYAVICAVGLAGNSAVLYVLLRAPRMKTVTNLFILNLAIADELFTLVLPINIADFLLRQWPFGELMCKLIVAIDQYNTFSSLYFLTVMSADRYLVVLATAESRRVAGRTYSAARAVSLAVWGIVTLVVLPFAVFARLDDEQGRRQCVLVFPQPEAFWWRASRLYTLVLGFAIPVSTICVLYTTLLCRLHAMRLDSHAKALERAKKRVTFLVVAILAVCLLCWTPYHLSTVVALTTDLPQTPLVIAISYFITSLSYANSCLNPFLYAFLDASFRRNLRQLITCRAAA
NALP1 inh = NALP1 inhibition; S. cerevisiae NALP1/ASC/caspase-1 growth, X-gal OD620, 72 h; inhibition, % at 10 µM; 0.61% of 280,000 active; AID 2071; in the data active = inhibition mostly above about 24%, no sharp cut-off; inactive = mostly below about 32%; note: some compounds called inactive have numbers as strong as hits
PHOSPHO1 inh = inhibitors of human PHOSPHO1 phosphatase | Q8TCT1 | recombinant PHOSPHO1, absorbance phosphatase assay | inhibition, % at 13.3 µM | 1.1% of 290,000 active; in the data active = inhibition above about 60%
Target sequence (Q8TCT1 whole entry, looked up): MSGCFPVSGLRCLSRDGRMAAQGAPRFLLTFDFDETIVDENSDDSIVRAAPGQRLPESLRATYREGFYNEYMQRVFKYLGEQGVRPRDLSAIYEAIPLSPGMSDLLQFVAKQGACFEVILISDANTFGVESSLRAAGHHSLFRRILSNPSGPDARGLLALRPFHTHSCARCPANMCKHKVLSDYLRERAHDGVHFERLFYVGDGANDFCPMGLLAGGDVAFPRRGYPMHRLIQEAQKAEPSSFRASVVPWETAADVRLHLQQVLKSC
IDE act = boosts human insulin-degrading enzyme activity in HEK cells. 0.073% of 340,000 active. FAbeta-B cleavage, fluorescence polarization; 0% vehicle, 100% cell-free pure enzyme wells. activation, % at 5.96 µM. P14735;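 active = activation above the mean of all tested compounds plus 3 SD, set per screening campaign, cut at about 17% in these data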
PfM18AAP inh = PfM18AAP enzyme inhibition | 1.2% of 290,000 active | inhibition, % at 7.35 µM | AID 1822 | recombinant PfM18AAP, H-Glu-NHMec fluorogenic cleavage;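 active = inhibition above the campaign mean inhibition over all tested compounds plus 3 SD, cut at about 28% in these data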;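 note: 0% = plate median of test compound wells and 100% = 2 mM ZnCl2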
IDE cell inh = inhibits human insulin-degrading enzyme in HEK cells | P14735 | FAbetaB cleavage, fluorescence polarization | inhibition, % at 5.59 µM | 0.41% of 320,000 active | AID 434962;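 active = percent inhibition above the average of all tested compounds plus 3 SD, set per screening campaign, cut at about 16% in these data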;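 note: IDE supplied by intact live HEK cells; FP after avidin binding of uncleaved biotin substrate so inhibition keeps polarization high; 0% = DMSO wells and 100% = 60 µM reference IDE inhibitor Ii1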
An asterisk follows results filed as active; x = no result given.

VIM-2 inh	IMP-1 inh	p-CIP stab down	GPR7 antagonist	NALP1 inh	PHOSPHO1 inh	IDE act	PfM18AAP inh	IDE cell inh	SMILES
0.4	0.7	-7.7	6.4	25.2	8.3	2.5	-0.1	2.4	CCCC(=O)Nc1nnc(SCC(=O)Nc2ccc3c(c2)OCO3)s1
0.9	0.9	1.9	19.9	9.1	x	1.4	17.1	4.9	C=C1CCC[C@]2(C)C[C@H]3OC(=O)C(CNCCN(CC)CC)[C@H]3CC12 (stereo partly specified)
-2.6	-2.5	-1.2	-15.8	-1.1	5.5	-4.1	-8.9	5.4	Cc1ccc2c(c1)CCCN2C(=O)NC1CCCCC1
-2.6	-2.4	-8.5	-0.7	0.3	34.7	3.0	-1.0	3.3	CCC(c1nnnn1C(C)(C)C)N1CCN(C2CCCC2)CC1 (stereo unspecified)
0.0	-0.6	-1.8	-16.6	12.4	2.4	2.5	-13.2	7.6	O=c1[nH]c2ccc(NS(=O)(=O)c3ccc([N+](=O)[O-])cc3)cc2[nH]1
-3.0	-4.3	9.9	11.7	-4.2	-0.1	-1.0	3.1	3.6	Cc1cc(C)nc(N/N=C/c2cc(C)n(CC(F)(F)F)c2C)n1
6.1	-2.3	-0.1	-19.3	17.4	-29.1	7.9	18.1	-0.4	Cc1nc(Nc2ccc3c(c2)OCCO3)c2oc3ccccc3c2n1
-2.8	-1.8	-18.0	-18.6	8.6	29.2	-0.4	7.5	-1.4	CNC(C)c1ccc(S(N)(=O)=O)cc1 (stereo unspecified)

More compounds:
VIM-2 inh	IMP-1 inh	p-CIP stab down	GPR7 antagonist	NALP1 inh	PHOSPHO1 inh	IDE act	PfM18AAP inh	IDE cell inh	SMILES
-1.3	-3.0	-5.7	-1.8	12.6	20.0	2.4	-4.5	-5.0	CCOC(=O)COC(=O)c1ccc(O)cc1
-2.9	-3.5	3.7	-12.3	21.4	-35.4	4.2	-11.6	-0.1	COc1ccc(CCNC(=O)/C(=C/c2cccnc2)NC(=O)c2ccccc2)cc1
-5.9	-5.1	-2.0	-15.3	-3.4	72.0*	-1.9	6.9	6.6	CCc1nnc(NC(=O)c2cc(-c3ccccn3)nc3ccc(Br)cc23)s1
-3.4	-2.7	-13.0	-2.4	9.4	34.8	1.9	6.1	-4.8	Cc1nn(CC(C)C)c2sc(C(=O)NC3CC(C)(C)NC(C)(C)C3)cc12
0.3	2.5	-5.6	3.4	9.0	21.9	-6.6	0.8	2.1	COCc1cc(C)nc2sc(C(=O)N3CCCCC3)c(N)c12
-1.6	-3.0	-10.8	1.9	2.7	12.9	7.5	4.4	-5.4	COc1cc(OC)cc(C(=O)NC2CCN(Cc3nnnn3Cc3ccc(F)cc3)CC2)c1
-5.2	-2.9	-1.6	-3.1	x	31.6	8.6	0.6	1.1	CCc1ccc(N(C2C=CS(=O)(=O)C2)S(=O)(=O)c2ccc(C)cc2)cc1 (stereo unspecified)
0.2	-0.3	-5.8	-7.5	-9.1	7.1	1.7	17.4	-0.5	Cc1ccc(CN2CCN(Cc3ccccc3C(F)(F)F)CC2)cc1

Other structures.
VIM-2 inh	IMP-1 inh	p-CIP stab down	GPR7 antagonist	NALP1 inh	PHOSPHO1 inh	IDE act	PfM18AAP inh	IDE cell inh	SMILES
-2.8	-2.2	-14.6	7.7	22.0	-5.0	2.4	0.1	-7.3	Cc1cccc(C)c1OCc1nc2ccccc2c(=O)n1/N=C/c1ccc(OCC(=O)O)cc1
0.1	-2.1	-0.3	1.2	9.8	29.2	4.5	-7.3	7.0	COc1ccc(C(=O)COc2ccccc2C(=O)Nc2ccccc2)cc1
-0.9	-1.8	7.1	-8.5	9.1	-7.1	4.1	-5.0	6.7	Brc1ccc(-c2csc(/N=C/N3CCCC3)n2)cc1
-2.5	-0.8	-13.1	3.2	3.1	-3.1	-8.9	1.6	0.6	O=C(COc1ncnc2ccccc12)Nc1cc([N+](=O)[O-])ccc1Cl
-2.3	-1.8	4.3	-17.2	-7.6	64.9*	1.8	3.8	2.0	COc1ccc(N2CCN(C(c3cccs3)C(C)NC(=O)C(=O)N3CCOCC3)CC2)cc1 (stereo unspecified)
-7.8	-2.4	-9.4	-3.4	22.4	3.4	2.7	3.0	0.5	CC(=O)NN=C1CCC(c2ccccc2)CC1 (stereo unspecified)
-3.4	0.0	-8.3	5.9	0.9	13.0	-1.2	2.2	3.6	Cc1ccccc1CN1CCN(C/C=C/c2ccccc2)CC1
-3.9	-2.6	-7.9	-3.9	x	46.6	-4.6	0.0	0.4	COc1cc(/C=C2/C(=N)N3C(c4ccccc4)=CSC3=NC2=O)ccc1OCC(=O)O

(listing goes on)
VIM-2 inh	IMP-1 inh	p-CIP stab down	GPR7 antagonist	NALP1 inh	PHOSPHO1 inh	IDE act	PfM18AAP inh	IDE cell inh	SMILES
-0.2	-0.7	-5.1	-1.0	-8.8	-9.0	-7.2	1.5	-1.1	COc1ccc(CN(Cc2cc3cc(OC)c(OC)cc3[nH]c2=O)C(=O)NC2CCCCC2)cc1
-3.0	-2.8	-3.5	-0.9	16.6	-16.3	2.9	-4.2	1.3	Cc1cccc(NC(=S)N2N=CCC2c2ccccc2)c1 (stereo unspecified)
-2.0	-1.5	-5.0	0.9	-9.9	12.2	2.5	9.4	0.1	O=C(NC(=S)Nc1ccc(N2CCCCC2)cc1)c1ccco1
-1.1	-1.7	-6.5	-5.1	17.0	25.0	-1.3	-3.2	1.7	COc1cccc(CNC(=O)c2ccccc2-c2ccccc2)c1
-0.3	-0.6	-7.5	3.5	20.8	38.6	-2.5	-4.2	-3.4	Nc1nc(N)c(N=Nc2ccc(S(N)(=O)=O)cc2)c(=O)[nH]1
-4.7	-5.0	-13.2	-4.2	x	32.2	-11.7	18.0	10.1	CCN(CC)c1ccc(/C=N/NC(=O)c2ccc3nc[nH]c3c2)c(O)c1
-1.4	-2.2	-6.3	-13.5	14.8	34.3	1.9	-0.9	-1.9	COc1ccc(NC(=O)C2CCCN(S(C)(=O)=O)C2)cc1OC (stereo unspecified)
0.3	-2.7	-2.9	0.5	30.6	0.1	2.3	-11.0	1.7	COc1cc(C(=O)N2CCCC(c3nc(-c4cccs4)no3)C2)cc(OC)c1OC (stereo unspecified)

The list goes on.
VIM-2 inh	IMP-1 inh	p-CIP stab down	GPR7 antagonist	NALP1 inh	PHOSPHO1 inh	IDE act	PfM18AAP inh	IDE cell inh	SMILES
-3.2	-2.0	-3.8	-14.8	-4.9	22.6	1.5	-5.9	x	Cc1cc(C)cc(NC(=S)N2CC(C)OC(C)C2)c1 (stereo unspecified)
-1.7	-1.2	-10.2	14.3	-12.1	7.1	0.2	1.0	1.9	COc1ccc(OCCSc2nc(N)cc(N)n2)cc1
1.8	-2.8	-10.9	7.3	1.4	15.2	-0.7	5.3	0.9	Cn1c2ccccc2c(=O)c2cc(C#Cc3ccc(N)cc3)ccc21
-4.7	-3.9	11.3	-2.8	5.5	5.6	3.2	-0.6	-1.8	COc1ccc(NCC(=O)N/N=C/C=C/c2ccccc2[N+](=O)[O-])cc1
-2.3	-2.8	0.4	-18.5	16.6	8.3	0.8	-0.3	x	COc1cccc(C(=O)N2CCN(C3CCCCC3)CC2)c1
0.0	-2.9	-2.9	-7.3	3.7	3.8	-1.1	0.2	4.0	Cc1ccc(CN2CC34C=CC(O3)C(C(=O)NCc3ccco3)C4C2=O)cc1 (stereo unspecified)
-2.0	-4.7	-12.9	-11.9	4.3	-10.7	5.5	-5.9	6.0	CCOC(=O)C(Cc1ccccc1)NC(=O)CCc1c(C)nc2nc(C)nn2c1C (stereo unspecified)
-2.3	-3.9	-6.6	-2.3	29.9	12.1	-1.5	12.9	0.6	Cc1cc2ccccc2nc1Br

Some of the entries so far, with tabs:
mol	VIM-2 inh	IMP-1 inh	p-CIP stab down	GPR7 antagonist	NALP1 inh	PHOSPHO1 inh	IDE act	PfM18AAP inh	IDE cell inh
Cc1cc(C)cc(NC(=S)N2CC(C)OC(C)C2)c1 (stereo unspecified)	-3.2	-2.0	-3.8	-14.8	-4.9	22.6	1.5	-5.9	x
COc1ccc(OCCSc2nc(N)cc(N)n2)cc1	-1.7	-1.2	-10.2	14.3	-12.1	7.1	0.2	1.0	1.9
Cn1c2ccccc2c(=O)c2cc(C#Cc3ccc(N)cc3)ccc21	1.8	-2.8	-10.9	7.3	1.4	15.2	-0.7	5.3	0.9
COc1ccc(NCC(=O)N/N=C/C=C/c2ccccc2[N+](=O)[O-])cc1	-4.7	-3.9	11.3	-2.8	5.5	5.6	3.2	-0.6	-1.8
COc1cccc(C(=O)N2CCN(C3CCCCC3)CC2)c1	-2.3	-2.8	0.4	-18.5	16.6	8.3	0.8	-0.3	x
Cc1ccc(CN2CC34C=CC(O3)C(C(=O)NCc3ccco3)C4C2=O)cc1 (stereo unspecified)	0.0	-2.9	-2.9	-7.3	3.7	3.8	-1.1	0.2	4.0
CCOC(=O)C(Cc1ccccc1)NC(=O)CCc1c(C)nc2nc(C)nn2c1C (stereo unspecified)	-2.0	-4.7	-12.9	-11.9	4.3	-10.7	5.5	-5.9	6.0
Cc1cc2ccccc2nc1Br	-2.3	-3.9	-6.6	-2.3	29.9	12.1	-1.5	12.9	0.6

(cont.)
VIM-2 inh	IMP-1 inh	p-CIP stab down	GPR7 antagonist	NALP1 inh	PHOSPHO1 inh	IDE act	PfM18AAP inh	IDE cell inh	SMILES
-3.0	-4.3	-17.8	-3.3	4.3	8.3	5.2	-2.3	-0.5	CCn1c(SCC(=O)NC(C)c2ccccc2)nc2ccccc21 (stereo unspecified)
-1.6	-3.8	-4.3	-1.3	2.0	28.7	-3.8	-0.3	-0.2	C/C(=N\NC(=O)CC1N=C(Cc2ccccc2)NNC1=O)c1ccc(C)cc1 (stereo unspecified)
1.2	-2.5	-9.0	-10.8	21.3	15.5	2.6	3.9	8.1	CCn1cc(C(=O)O)c(=O)c2cc(F)c(N3CCN(C)CC3)cc21
-1.2	-2.8	-5.2	-6.4	0.5	28.0	4.9	8.8	0.8	O=C(COC(=O)Cc1c(F)cccc1Cl)NC(=O)c1ccccc1
0.6	-1.7	-11.7	-10.4	7.0	32.6	5.3	-5.1	-2.2	COc1cc(CCC(=O)NCc2ccc(F)cc2)cc(OC)c1OC
-1.9	-2.2	5.1	-8.6	25.0	32.8	0.5	-0.1	-2.1	CC(=O)C1=C(C)NC(=O)CC1c1ccc(F)cc1 (stereo unspecified)
1.4	-2.9	9.7	10.5	8.8	1.0	3.2	-1.8	x	COC(=O)c1sccc1NC(=O)Nc1ccc(OC)cc1
0.0	-1.2	x	-3.4	x	x	x	15.3	x	Cc1noc(C)c1CSc1nnc2c(C)cc3ccccc3n12
